DUSP3 inh: blocks human VHR1 dual specificity phosphatase; AID 1654; inhibition, % at 13.3 µM; P51452; actives 0.52% (n = 290,000); recombinant VHR phosphatase, pNPP absorbance; in the data active means inhibition above about 50%; further: some compounds called inactive have numbers as strong as hits
Target sequence (P51452 whole entry, looked up): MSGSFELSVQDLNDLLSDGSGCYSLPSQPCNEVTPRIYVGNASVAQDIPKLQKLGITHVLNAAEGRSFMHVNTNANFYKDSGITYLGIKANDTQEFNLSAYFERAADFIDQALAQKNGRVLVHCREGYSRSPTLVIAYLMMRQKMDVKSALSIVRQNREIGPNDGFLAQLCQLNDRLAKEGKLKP
Mtb FBA inh: inhibits M. tuberculosis FBA enzyme | P9WQA3 | purified M. tuberculosis FBA, fluorescence read-out | inhibition, % at 1 µM | actives 2.3% (n = 360,000) | AID 588726; in the data active means inhibition above about 27%;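 further: 0% = vehicle and 100% = reference inhibitor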
Target sequence (P9WQA3 whole entry, looked up): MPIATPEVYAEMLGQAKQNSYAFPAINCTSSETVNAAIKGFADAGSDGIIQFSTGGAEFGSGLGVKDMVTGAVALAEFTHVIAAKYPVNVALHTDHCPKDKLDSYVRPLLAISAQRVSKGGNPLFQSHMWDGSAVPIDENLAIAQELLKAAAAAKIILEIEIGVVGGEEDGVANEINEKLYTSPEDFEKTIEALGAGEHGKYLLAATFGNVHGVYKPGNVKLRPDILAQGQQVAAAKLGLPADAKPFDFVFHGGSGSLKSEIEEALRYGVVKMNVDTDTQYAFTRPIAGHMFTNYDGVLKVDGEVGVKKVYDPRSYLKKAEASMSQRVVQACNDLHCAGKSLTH
UGM FP inh: Mtb UDP-galactopyranose mutase inhibition | AID 504406 | purified UGM, fluorescence polarization probe displacement | P9WIQ1 | actives 0.06% (n = 320,000) | inhibition, % at 10 µM; in the data active means inhibition above about 10%, passing the limit was not always enough
Target sequence (P9WIQ1 whole entry, looked up): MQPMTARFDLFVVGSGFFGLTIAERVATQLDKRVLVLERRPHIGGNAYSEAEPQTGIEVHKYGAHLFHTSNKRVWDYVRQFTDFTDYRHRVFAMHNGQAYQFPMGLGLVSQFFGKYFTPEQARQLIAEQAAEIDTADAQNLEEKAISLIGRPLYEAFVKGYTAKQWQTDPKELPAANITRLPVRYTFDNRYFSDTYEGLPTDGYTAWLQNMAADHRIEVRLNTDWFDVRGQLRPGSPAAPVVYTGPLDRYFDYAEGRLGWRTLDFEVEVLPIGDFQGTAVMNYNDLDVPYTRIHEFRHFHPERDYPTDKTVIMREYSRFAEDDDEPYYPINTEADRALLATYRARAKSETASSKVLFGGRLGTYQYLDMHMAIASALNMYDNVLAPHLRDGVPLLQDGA
GDH-TPI counter: inhibits GDH-TPI coupling enzymes, artifact for Mtb FBA screen | actives 1.2% (n = 360,000) | GDH-TPI coupled enzyme counterscreen, NADH absorbance | AID 588335 | inhibition, % at 4.8 µM; in the data active means inhibition above about 30%;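 further: 0% = DMSO wells and 100% = wells lacking the enzyme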
BH1578 lux ind: induces V. cholerae light production without autoinducers; AID 588436; actives 0.16% (n = 350,000); activation, % at 18.7 µM; V. cholerae BH1578 lux reporter, luminescence, 6 h; in the data active means activation mostly above about 9.7%, no sharp cut-off; further: not every result past the cut was called active; inactives centre near 0; reference of the scale not given here
BioA inh: inhibitors of Mycobacterium tuberculosis BioA enzyme. AID 602481. purified M. tuberculosis BioA enzyme, plate reader. inhibition, % at 9.99 µM. actives 0.096% (n = 360,000); in the data active means inhibition above about 40%
Rv3671c protease: Rv3671c (M. tuberculosis) protease inhibition; P9WHR9; inhibition, % at 5.96 µM; actives 0.048% (n = 320,000); AID 2606; in the data active means inhibition above about 38%;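 further: extracellular domain of Rv3671c used as enzyme; 0% = enzyme with DMSO and 100% = no enzyme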
PriA SSB inh: blocks PriA binding to SSB C-terminal tail; inhibition, % at 33 µM; actives 0.6% (n = 430,000); AID 1272365; AlphaScreen SSBct-PriA binding, biotinylated peptide; in the data active means inhibition mostly above about 37%, no sharp cut-off; inactive means mostly below about 20%;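 further: plate controls were negative control peptide for no effect and reference peptide for full effect; strong numbers were not always called active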
MazF activator: increases E. coli MazEF RNase cleavage of RNA. FAM/BHQ RNA-DNA oligo cleavage fluorescence, 5 h. actives 0.32% (n = 350,000). P0AE70. activation, % at 20 µM; in the data active means activation above about 50%
Target sequence (P0AE70 whole entry, looked up): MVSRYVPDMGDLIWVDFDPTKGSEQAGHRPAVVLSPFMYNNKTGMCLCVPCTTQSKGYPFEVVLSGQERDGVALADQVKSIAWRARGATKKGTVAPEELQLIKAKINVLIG
3CLpro inhibitor: SARS-CoV 3CLpro protease inhibition. P0C6X7. recombinant SARS-CoV 3CLpro, quenched FRET peptide cleavage. inhibition, % at 6 µM. actives 0.14% (n = 290,000); in the data active means inhibition above about 12%
* marks the source's active call; other numbers are inactive results; i = inactive; · = no result given. The list is partial. The share of hits here may be higher or lower than overall.

SMILES	DUSP3 inh	Mtb FBA inh	UGM FP inh	GDH-TPI counter	BH1578 lux ind	BioA inh	Rv3671c protease	PriA SSB inh	MazF activator	3CLpro inhibitor
O=C(Nc1ccc(OC(F)(F)F)cc1)N1CCN(c2ccnc3cc(Cl)ccc23)CC1	25	-1	-1.8	11	-1.1	·	-36	-10	-1	2
N#CC1=C(SCC(=O)NC2CC2)NC(=O)C(C#N)C12CCCCC2 (configuration not stated)	19	0	1.5	4	i	0.0	0	-8	-10	3
O=C(NNC(=O)c1ccccc1-n1cccc1)c1ccc(Cl)cc1	35	2	-2.7	1	-0.6	0.6	2	-21	-2	4
COC(=O)c1ccccc1NC(=O)CN(C)Cc1ccccc1	38	-2	0.2	3	i	1.3	2	-48	4	4
CCOC(=O)c1ccc(-c2ccc(C3Nc4ccccc4C(=O)N3O)o2)cc1 (configuration not stated)	10	6	1.6	14	8.5	-0.4	-6	11	8	0
N#Cc1ccccc1Cn1cc(/C=N/Nc2ccc([N+](=O)[O-])cn2)c2ccccc21	21	-2	-2.0	8	-0.2	-0.3	4	·	3	-1
CCOC(=O)C1CCCN(Cc2cccc(Oc3ccccc3)c2)C1 (configuration not stated)	6	0	1.7	15	-0.6	1.7	2	-33	-5	-2
Cc1ccc(C)c(NC(=O)C2CCN(S(=O)(=O)c3ccc4c(c3)NC(=O)CO4)CC2)c1	1	-1	3.0	3	i	2.9	3	-10	4	0
COc1ccc(NS(=O)(=O)c2cccc3cccnc23)cc1OC	13	3	-1.1	2	i	·	-14	12	23	0
CCCCNC(=O)OCCNC(=O)NC	-8	-2	2.4	7	1.9	-0.5	-6	-7	1	-4
COc1ccc(S(=O)(=O)N(CC(=O)NC2CC2)c2ccc(C)cc2)cc1	22	1	-3.2	-4	-0.3	-1.3	4	-10	5	-4
O=[N+]([O-])c1ccc(OCc2cnc(Cl)s2)cc1	8	1	·	8	-0.3	·	·	-19	5	0
CCCOc1ccc2[nH]c(C(=O)N/N=C/c3cc(OC)c(OC)c(OC)c3)cc2c1	43	4	-0.1	30	i	2.1	-18	·	7	6
Cc1[nH]c(=S)[nH]c(=O)c1CCOc1ccccc1	12	2	-0.1	10	i	0.6	-12	-12	1	-2
Cc1ccc(NC(=O)c2cc(-c3ccccc3)nn2-c2ccccc2)c(Br)c1	-3	6	-0.7	12	-0.3	·	9	-13	-5	-1
Cc1ccc(Cn2ccnc2C(=O)Nc2ccccc2)cc1	13	-2	-2.1	-2	0.4	-0.1	-7	-8	-1	5
CCOC(=O)c1ccc(N=C2S/C(=C\c3cc(C)n(-c4cccnc4)c3C)C(=O)N2C)cc1	26	0	-2.4	-2	i	-0.9	1	8	5	0
COc1ccc(NC(=O)C2CCN(C(=O)c3cccs3)CC2)cc1	15	4	-4.5	-4	i	2.3	2	-22	-5	1
CCS(=O)(=O)CCSC(=N)N	28	1	-0.3	8	1.5	-0.7	-1	2	9	5
Cc1ccc(C)c(C(=O)COC(=O)c2ccc(C)c(S(=O)(=O)N3CCOCC3)c2)c1	·	2	2.3	-6	1.4	-0.9	-32	-5	-1	·

Another view of 4 compounds above:
mol | DUSP3 inh | Mtb FBA inh | UGM FP inh | GDH-TPI counter | BH1578 lux ind | BioA inh | Rv3671c protease | PriA SSB inh | MazF activator | 3CLpro inhibitor
COC(=O)c1ccccc1NC(=O)CN(C)Cc1ccccc1 | 38 | -2 | 0.2 | 3 | i | 1.3 | 2 | -48 | 4 | 4
CCOC(=O)c1ccc(-c2ccc(C3Nc4ccccc4C(=O)N3O)o2)cc1 (configuration not stated) | 10 | 6 | 1.6 | 14 | 8.5 | -0.4 | -6 | 11 | 8 | 0
N#Cc1ccccc1Cn1cc(/C=N/Nc2ccc([N+](=O)[O-])cn2)c2ccccc21 | 21 | -2 | -2.0 | 8 | -0.2 | -0.3 | 4 | · | 3 | -1
CCOC(=O)C1CCCN(Cc2cccc(Oc3ccccc3)c2)C1 (configuration not stated) | 6 | 0 | 1.7 | 15 | -0.6 | 1.7 | 2 | -33 | -5 | -2

Next part:
SMILES	DUSP3 inh	Mtb FBA inh	UGM FP inh	GDH-TPI counter	BH1578 lux ind	BioA inh	Rv3671c protease	PriA SSB inh	MazF activator	3CLpro inhibitor
CCOc1cc(N2CCOCC2)c(OCC)cc1NC(=O)COC(=O)CCc1c[nH]c2ccccc12	16	-1	2.4	0	8.3	3.0	3	-7	8	0
CC(C)N1CCC(N2CCN(Cc3nc4ccccc4s3)CC2CCO)CC1 (configuration not stated)	-1	-2	-2.9	6	i	·	-6	4	-2	1
CC(=O)Nc1ccc(S(=O)(=O)N2CC3(C)CC2CC(C)(C)C3)cc1 (configuration not stated)	8	-2	1.0	6	-0.3	·	3	-9	0	3
CCOC(=O)c1c(N)sc2c1CCC(CC)C2 (configuration not stated)	2	0	-0.1	9	·	0.6	1	-1	-7	0
COc1ccccc1CN(Cc1nc2ccccc2c(=O)[nH]1)S(=O)(=O)c1ccc(C)cc1	40	·	2.9	·	-0.4	·	-4	-7	-15	-1
CCCCNC(=O)C1(C)CCN1C(=O)c1ccc(F)c(C)c1 (configuration not stated)	·	-2	·	8	-0.7	0.6	·	·	·	·
CCC1=NN2C(=N)/C(=C\c3ccc(OCc4cc(=O)n5nc(CC)sc5n4)c(OC)c3)C(=O)N=C2S1	19	5	·	4	-0.3	-0.4	·	-7	0	1
CCC(NS(=O)(=O)c1ccc(C)cc1)C(=O)Nc1ccc(NC(C)=O)cc1 (configuration not stated)	26	-1	1.6	1	i	-0.4	6	-10	8	-2
CCC(C)[C@H](NC(=O)N1CC(=O)Nc2ccccc21)C(=O)N1CCC[C@@H]1C(=O)O (some centres not stated)	20	0	-2.5	9	-0.5	-0.5	1	-4	2	-8
COc1ccc(CNC(=O)CN2C(=O)NC3(CCCc4sccc43)C2=O)cc1OC (configuration not stated)	·	-1	-1.0	-4	i	·	-5	-2	-4	·
CCN(Cc1nc2ccccc2c(=O)[nH]1)C(=O)CN1C(=O)NC2(CCCCC2C)C1=O (configuration not stated)	·	-4	-1.7	-3	i	-1.3	3	-2	-1	·
COc1ccc(OC)c(S(=O)(=O)NC2CCSc3ccccc32)c1 (configuration not stated)	31	-2	-1.0	3	i	2.2	-10	10	5	-4
CCOc1ccc(-n2cc(C(=O)N3CCCCCC3)c3cc(OC)c(OC)cc3c2=O)cc1	31	4	-0.1	2	0.5	2.4	2	-6	2	-4
CCn1nc(C(=O)OCC(=O)N(CC(C)C)c2c(N)n(Cc3ccccc3)c(=O)[nH]c2=O)c2ccccc2c1=O	·	6	-1.7	7	-0.7	-0.2	-2	-6	4	·
COc1ccc(NC(=O)CSc2nc3ccsc3c(=O)n2CCC(=O)O)c(OC)c1	-8	4	2.2	4	-0.3	2.1	4	-16	3	-5
Cc1nnc(Cc2ccccc2)c2n[nH]c(C)c12	·	5	·	12	i	-0.9	·	·	4	·
Oc1ccccc1/C=N/Nc1nn[nH]n1	20	-2	2.1	8	-2.4	·	14	·	-3	4
C/C(CCc1oc2ccc(Br)cc2c1-c1ccc(C)o1)=N/O	27	-2	-0.7	-2	i	0.3	-1	·	-11	-2
COc1ccc(CNC(=O)C2CC(=O)N(c3ccc(OCC(=O)N4C(C)CCCC4C)cc3)C2)cc1 (configuration not stated)	11	4	1.3	12	-0.9	-2.7	7	-11	-2	-1
O=C(/C=C/c1ccc(-c2ccccc2[N+](=O)[O-])o1)c1ccco1	11	-9	1.7	11	i	·	5	12	-11	-3
CC(C)N(C)CCOC(=O)c1ccccc1Br	-7	-1	-1.0	-2	i	·	-6	-1	-2	-1
CC1(C)CC(=O)C=C(c2ccccc2-c2ccc(S(C)(=O)=O)cc2)C1=O	·	-2	·	4	i	0.7	·	·	8	·
O=C(O)CCn1nnc(-c2ccccc2)n1	-3	2	1.9	5	-0.2	·	0	-15	16	-1
COc1cccc(C2C(C#N)=C(N)OC3=C2C(=O)CC(c2ccco2)C3)c1OCc1ccc(F)cc1 (configuration not stated)	34	3	1.2	6	·	-0.4	-7	0	-1	1
CCCNC(=O)c1cc(C2CCCN(S(=O)(=O)c3ccccc3)C2)on1 (configuration not stated)	·	0	·	6	-4.5	1.3	·	·	·	·
O=C(c1cc2ccccc2cc1O)N1CCN(c2ccc([N+](=O)[O-])cc2)CC1	·	-4	3.8	11	0.8	-0.2	-5	8	0	·
NCCCC[C@H](N)c1nnc([C@H](CCC(=O)O)NC(=O)C2CCNCC2)o1	7	5	3.2	17	-11	-1.9	1	-7	2	-1
COc1ccc2c(C)nc(Nc3nc(C)cc(C)n3)nc2c1	-8	5	-0.9	8	-0.3	3.2	-8	-2	-2	-2
Cn1ccnc1SCC(=O)Nc1cccc(C#N)c1	·	2	1.5	-4	4.0	0.8	8	5	-5	·
CC1(C2CC2)NC(=O)N(CC(=O)N2CCN(c3ccccc3F)CC2)C1=O (configuration not stated)	·	1	·	7	-0.5	-0.4	·	·	2	·
O=C(NC(=O)c1csnn1)Nc1ccccc1Cl	9	1	-0.6	7	-0.4	-0.4	2	-1	-8	5
CS(=O)(=O)N1CCCCC1c1cc(C(=O)Nc2cccc(C#N)c2)no1 (configuration not stated)	·	3	·	9	-0.4	-0.3	·	·	·	·
Cc1cc2c(cc1C)NC(=O)CC(c1ccccc1)=N2	·	-2	·	10	i	·	·	-13	9	·
C/C(=N\NC(=O)c1c(Cl)c(C)nn1C)c1cccc(NC(=O)COc2ccc(Cl)cc2)c1	19	2	0.4	4	·	1.0	-2	·	-6	1
O=C(c1ccco1)N1CCN(C(=O)c2ccccc2Oc2ccccc2)CC1	13	-2	0.9	1	i	·	0	-19	-1	4
CC(C(=O)Nc1nc2ccccc2s1)n1cc([N+](=O)[O-])cn1 (configuration not stated)	0	0	1.2	-2	-1.0	·	-13	-4	8	5
COc1ccc([N+](=O)[O-])cc1NC(=O)c1cc(C)c(C)o1	15	3	2.6	10	-0.2	·	-7	0	-3	3
CCOC(=O)/C=C(/C)N1N=C(c2ccc(OC)cc2)CC1c1cccc([N+](=O)[O-])c1 (configuration not stated)	-26	2	-0.8	14	-1.2	3.9	3	8	5	1
CCc1nccn1S(=O)(=O)c1ccc(C)c(C)c1	-2	6	-0.4	8	-0.4	9.0	1	-2	5	0
Cn1c(C(=O)O)c(CC(=O)Nc2ccccc2F)c2ccccc21	32	0	2.2	-5	-6.2	-1.2	-3	-9	3	2

Four structures already listed, ordered by SMILES length, descending.
SMILES	DUSP3 inh	Mtb FBA inh	UGM FP inh	GDH-TPI counter	BH1578 lux ind	BioA inh	Rv3671c protease	PriA SSB inh	MazF activator	3CLpro inhibitor
COc1cccc(C2C(C#N)=C(N)OC3=C2C(=O)CC(c2ccco2)C3)c1OCc1ccc(F)cc1 (configuration not stated)	34	3	1.2	6	·	-0.4	-7	0	-1	1
O=C(c1cc2ccccc2cc1O)N1CCN(c2ccc([N+](=O)[O-])cc2)CC1	·	-4	3.8	11	0.8	-0.2	-5	8	0	·
CC1(C2CC2)NC(=O)N(CC(=O)N2CCN(c3ccccc3F)CC2)C1=O (configuration not stated)	·	1	·	7	-0.5	-0.4	·	·	2	·
CC(C)N(C)CCOC(=O)c1ccccc1Br	-7	-1	-1.0	-2	i	·	-6	-1	-2	-1

Next part.
SMILES	DUSP3 inh	Mtb FBA inh	UGM FP inh	GDH-TPI counter	BH1578 lux ind	BioA inh	Rv3671c protease	PriA SSB inh	MazF activator	3CLpro inhibitor
Brc1ccc(CNc2cc3c(cc2Br)OCCO3)cc1	33	-2	-3.1	-1	-0.6	·	1	3	-3	-1
Cc1cccc(C)c1NC(=O)CN(C)C(=O)C(c1ccccc1)c1ccccc1	3	-7	0.5	3	-0.3	·	3	1	-4	5
CSc1cc(/C=N/O)c(SC)s1	-8	-2	1.3	1	-2.2	·	-3	·	0	4
CS(=O)(=O)N1CCC2(CC1)OCCN2S(=O)(=O)c1ccccc1	·	3	-0.6	-5	i	0.9	1	-3	1	·
COc1ccc(CN(C)CC(=O)NC(C)c2ccccc2)cc1OC (configuration not stated)	12	2	1.9	3	i	·	-2	-3	1	2
COc1ccc(CCNCCC(=O)Nc2c(C)cc(C)cc2C)cc1OC	30	2	-1.7	0	-3.4	·	-5	-14	4	3
CC1CCC(CN2CCN=C2N(C)C)CC1 (configuration not stated)	·	2	0.1	1	-1.1	-0.3	-4	7	0	·
